From PubChem
LEDGF integ inh = blocks HIV-1 LEDGF/p75-dependent DNA integration; TR-FRET IN-LEDGF/p75 DNA integration, Eu/Cy5; 0.64% of 370,000 active; AID 743269; inhibition, % at 3.7 µM;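 active means inhibition above the screen-wide mean plus 3 SD, cut at about 13% in these data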;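 further: signal is the Cy5 over europium emission ratio at 671 and 618 nm; 0% = plate median of compound wells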
TCR CD3 inh = human TCR-CD3 binding inhibition | TAMRA-labeled TCR probe fluorescence, biochemical | inhibition, % at 9.4 µM | 0.37% of 360,000 active; in the data active means inhibition above about 19%;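 further: recombinant mutant TCR 2C K166C tagged with TAMRA read by polarization; 0% = receptor in buffer alone and 100% = receptor with positive control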
proKLK7 act = activates the human kallikrein-7 zymogen; purified proKLK7, EDANS-DABCYL substrate fluorescence; 100% is mature enzyme control, 0% vehicle; activation, % at 7 µM; 0.9% of 370,000 active;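 active means activation above the mean of all tested compounds plus 3 SD, computed per campaign excluding outliers beyond control limits, cut at about 13% in these data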
Target sequence (P49862 whole entry, looked up): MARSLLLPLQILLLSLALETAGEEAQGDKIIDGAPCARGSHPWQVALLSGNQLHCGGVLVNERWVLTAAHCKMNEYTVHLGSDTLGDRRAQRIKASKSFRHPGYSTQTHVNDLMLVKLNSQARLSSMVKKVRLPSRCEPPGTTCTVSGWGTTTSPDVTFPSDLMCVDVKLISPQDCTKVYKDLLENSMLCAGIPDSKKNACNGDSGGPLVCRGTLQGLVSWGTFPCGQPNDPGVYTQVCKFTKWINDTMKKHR
SIAE inh = human SIAE inhibition, primary screen; inhibition, % at 9.66 µM; Q9HAT2; SIAE FP-Rh probe binding, fluorescence polarization; 0.69% of 370,000 active;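 active means inhibition above a cutoff: mean of compounds within the control limits plus 3 SD of those, cut at about 17% in these data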;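 further: 0% = plate median of compound wells and 100% = probe without SIAE protein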
PRMT1 FP inh = PRMT1 (human) inhibition, primary screen; Q99873; recombinant PRMT1, activity-based probe fluorescence polarization; inhibition, % at 2.79 µM; 1.3% of 370,000 active; AID 652257;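 active means inhibition above about 21% made by adding two undisclosed values, limit read from the data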
MBD2 DNA inh = MBD2-methylated oligo binding inhibition | Q9UBB5 | TR-FRET, MBD2 binding to methylated oligonucleotide | inhibition, % at 4.4 µM | 0.31% of 370,000 active; in the data active means inhibition above about 13%
Target sequence (Q9UBB5 whole entry, looked up): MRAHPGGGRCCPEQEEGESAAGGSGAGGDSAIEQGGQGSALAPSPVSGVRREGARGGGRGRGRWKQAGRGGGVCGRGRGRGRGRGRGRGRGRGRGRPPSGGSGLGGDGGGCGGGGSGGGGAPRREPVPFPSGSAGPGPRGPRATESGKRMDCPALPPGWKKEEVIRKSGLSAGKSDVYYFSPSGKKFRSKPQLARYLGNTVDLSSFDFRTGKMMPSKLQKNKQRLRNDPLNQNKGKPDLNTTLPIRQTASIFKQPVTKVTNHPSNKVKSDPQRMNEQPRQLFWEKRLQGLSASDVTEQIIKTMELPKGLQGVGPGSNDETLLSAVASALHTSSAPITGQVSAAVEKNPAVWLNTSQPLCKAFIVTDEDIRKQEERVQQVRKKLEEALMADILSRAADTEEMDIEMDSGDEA
TDP2 absorb = TDP2 (human) inhibition, absorbance primary screen; O95551; recombinant TDP2, T5PNP hydrolysis, p-nitrophenol absorbance 415 nm; inhibition, % at 12.8 µM; 0.34% of 370,000 active; AID 720702;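 active means inhibition above the mean of all tested compounds plus 3 SD, set per campaign, cut at about 25% in these data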;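 further: 0% = DMSO with enzyme and 100% = buffer with substrate but no TDP2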
Target sequence (O95551 whole entry, looked up): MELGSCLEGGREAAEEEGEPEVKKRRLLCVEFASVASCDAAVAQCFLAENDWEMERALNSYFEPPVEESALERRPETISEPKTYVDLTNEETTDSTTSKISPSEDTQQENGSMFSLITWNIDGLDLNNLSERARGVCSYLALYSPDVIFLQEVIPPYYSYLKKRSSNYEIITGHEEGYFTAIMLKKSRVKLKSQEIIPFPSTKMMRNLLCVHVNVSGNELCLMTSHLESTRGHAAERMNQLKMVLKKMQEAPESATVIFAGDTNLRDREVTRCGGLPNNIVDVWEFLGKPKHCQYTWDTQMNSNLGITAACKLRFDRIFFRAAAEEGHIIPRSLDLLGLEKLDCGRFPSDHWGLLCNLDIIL
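Test system: Human TDP2 enzyme | Reagent: 5 mM T5PNP | Compound dosing: 12.8 µM single point, 1% DMSO | Incubation: Enzyme reaction with compound for 2 h at 37 °C | Technique: p-Nitrophenol epi absorbance | Read-out: % inhibition relative to enzyme-containing and enzyme-free wells | Benchmarks: High control without enzyme, low control DMSO plus TDP2 | Replicates: Singlicate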
DDE Tn7 FP inh = DD(E)-Tn7 binding inhibition, primary FP screen; inhibition, % at 8.3 µM; 0.13% of 370,000 active; P02675; AID 720508; FP displacement of FITC-Tn7 peptide from fibrin DD(E); 0% = median of compound wells per plate;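 active means inhibition above the mean of compounds falling within the control limits plus 3 SD of them, cut at about 14% in these data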;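 further: 0% = plate median of compound wells and 100% = 10 µM Aha-Tn7 peptide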
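Assay system: human fibrin DD(E) protein / Input: 2 µM fibrin DD(E) / Benchmarks: high control of 10 µM Aha-Tn7 peptide / Measured by: fluorescence polarization of the labelled Tn7 tracer / Medium: Tris buffer with calcium and detergent, pH 7.8 / Timing: 10 min compound pre-incubation, 3 h probe incubation at room temperature / Repeats: one replicate per compound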
DDE Tn6 FP inh = inhibitors of Tn6 peptide binding to human fibrin DD(E); Fibrin DD(E) TRITC-Tn6 fluorescence polarization displacement; P02675; AID 720509; 0.21% of 370,000 active; inhibition, % at 8.3 µM;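 active means inhibition above a per-campaign cutoff: mean of compounds within control limits plus 3 SD, cut at about 15% in these data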;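 further: 0% = median of all compound wells on the plate and 100% = blocking peptide control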
UHRF1 MBD2 ctr = blocks human UHRF1 binding to methylated DNA; Q96T88; UHRF1 binding to methylated oligo, TR-FRET; inhibition, % at 4.4 µM; 0.75% of 370,000 active; AID 687016; in the data active means inhibition above about 21%;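 further: UHRF1 SRA domain binding a hemimethylated CpG hairpin DNA probe; 0% = median of test compound wells and 100% = reference inhibitor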
Starred values were filed as active, the others as inactive; / = not tested or not shown.

SMILES | LEDGF integ inh | TCR CD3 inh | proKLK7 act | SIAE inh | PRMT1 FP inh | MBD2 DNA inh | TDP2 absorb | DDE Tn7 FP inh | DDE Tn6 FP inh | UHRF1 MBD2 ctr
COC(=O)[C@]12C[C@H](CC(=O)N3CCCC3)C(=O)N(Cc3ccc(Cl)cc3Cl)C1=C[C@H](C(C)(C)C)O[C@@H]2C | -3 | / | 0.1 | 2 | 1 | -2 | -1 | 0 | 1 | -2
CCCn1c(SCC(=O)NC2CCCC2)nc2c1c(=O)n(C)c(=O)n2C | -4 | 6 | 0.1 | 12 | -2 | -1 | -7 | 1 | 2 | 0
COC(=O)[C@@]1(Cc2ccc(F)cc2)[C@H]2c3cc(C(=O)N(C)C)n(CCCNc4ncc(C(F)(F)F)cc4Cl)c3C[C@H]2CN1C(=O)c1ccccc1 | -1 | -5 | -0.4 | -7 | 0 | -2 | 2 | 3 | -12 | 0
CC(NC(=O)Nc1ccc(Cl)cc1)C1CCCO1 (configuration not stated) | 1 | -3 | 0.0 | 4 | 3 | -3 | -8 | 8 | -1 | -3
CN(C)/C=N/C(=S)Nc1ccccc1F | 2 | 2 | 0.3 | -7 | 1 | 2 | 0 | -7 | 4 | 0
Cc1cccc(OCc2nnc(SCC(=O)Nc3cccc(C(=O)N4CCOCC4)c3)n2C)c1 | 1 | 7 | -0.1 | -6 | 1 | 7 | -5 | 1 | -2 | 2
COc1ccc(C(=O)NCc2nnc(SCC(=O)N3CCc4ccccc43)o2)cc1OC | 0 | 2 | -0.3 | 0 | 2 | 1 | -6 | -2 | 1 | 15
O=C(NNC1=C(C(=O)C(F)(F)F)CCC1)c1ccccc1Cl | 0 | 7 | -0.7 | 10 | 0 | 1 | 8 | 4 | 2 | -6
CC(=O)CC(=O)Nc1ncccn1 | 0 | -1 | 0.8 | 1 | -3 | -1 | 9 | 1 | 2 | -2
CCc1ccc2c(c1)NC(=O)C2(C)Cc1ccccc1Cl (configuration not stated) | 2 | -2 | -0.9 | 1 | -2 | 3 | 3 | 5 | -4 | -1
CC#CCOCC1CN(C)C(=O)O1 (configuration not stated) | 0 | -2 | -0.8 | -2 | 0 | 3 | 1 | -3 | -4 | 0
OCC1OC(n2cnc3c(NC4CCCCC4)ncnc32)C(O)C1O (configuration not stated) | 0 | 3 | -0.2 | 3 | -2 | 0 | -6 | -9 | -2 | -3
Cc1ccnc2nc(C(=O)NCc3cccs3)nn12 | -1 | 4 | -0.5 | -1 | -2 | -1 | -4 | 5 | 5 | -3
CC(=O)C[C@@H](O)CC(=O)[C@@H]1OC(=O)CCCCCCCCc2ccccc21 | -1 | 5 | 1.6 | 1 | 4 | 3 | 1 | 1 | -3 | 5
O=C(Nc1ccccc1)C1=C[C@@H](c2ccc3c(c2)OCO3)C[C@@H](OCCCCO)O1 | 2 | -1 | 0.2 | -1 | 1 | -6 | -3 | -5 | -2 | -4
C=CCc1ccc(O)c(-c2ccc(O)c(CC=C)c2)c1 | -9 | 0 | -0.5 | 3 | 0 | 1 | -3 | -2 | -2 | 2
CCC(c1nnnn1CCOC)N1CCN(Cc2ccccc2OC)CC1 (configuration not stated) | -2 | -7 | 0.3 | -2 | 5 | 1 | -5 | -7 | -7 | 3
O=C(CSc1nc2ccccc2c(=O)n1-c1ccccc1F)Nc1ccc2c(c1)CCC2 | -1 | 6 | -0.7 | -5 | -2 | 0 | 3 | 5 | -4 | 0
O=C1c2cccc3c([N+](=O)[O-])ccc(c23)C(=O)N1c1ccccn1 | 1 | -6 | 0.5 | 0 | 5 | -1 | 5 | -10 | -1 | -2
COc1ccc(-c2nnn(CC(=O)N(CC(=O)NC3CCCC3)c3ccccc3F)n2)cc1OC | -1 | 6 | -0.2 | 2 | -1 | -3 | 16 | 4 | -3 | 1
Cc1nn(Cc2ccc(F)cc2Cl)c(C)c1[N+](=O)[O-] | -1 | 1 | 0.2 | 5 | 0 | 1 | 8 | 7 | 6 | 1
CCc1ccccc1NC(=O)CSc1ccsc1[N+](=O)[O-] | 2 | -3 | -0.5 | 5 | -1 | -5 | 1 | -6 | -3 | -3
FC(F)(F)c1cc(NCc2cccs2)n2ncnc2n1 | 1 | -7 | -0.6 | 10 | 0 | 5 | -1 | 15* | 5 | 2
C=CCNc1cnn(-c2ccc(C)cc2)c(=O)c1Cl | 1 | -6 | -0.1 | -1 | -1 | 2 | 0 | -6 | 1 | -1
Cc1cc(C)cc(-n2cccc2/C=C2/C(=N)N3C(=NC2=O)SN=C3S(C)(=O)=O)c1 | -1 | -5 | 0.7 | -58 | 3 | -2 | -7 | -6 | 3 | -1
COc1ccc(-c2nnc(SCC(=O)O)n2Cc2ccccc2)cc1 | 4 | 0 | 0.0 | -5 | 1 | 1 | -15 | -2 | -1 | -2
O=C(NCCCc1ccccc1)c1cc([N+](=O)[O-])ccc1Cl | -4 | 4 | 0.2 | -6 | 4 | 2 | 6 | 5 | 10 | 6
Cc1ccc(Cl)cc1NC(=O)N(C)CCOC(=O)Nc1cccc(Cl)c1 | 0 | -6 | 0.3 | 2 | -1 | 3 | 6 | -7 | 2 | -1
CCCN(CC(=O)Nc1ccccc1OC)C(=O)CN1C(=O)NC(C)(C)C1=O | -1 | -6 | -0.3 | 5 | 0 | -8 | 3 | -2 | -1 | 1
CC1CCC(NC(=O)CN2C(=O)NC3(CCCCCC3)C2=O)CC1 (configuration not stated) | -2 | 1 | 0.2 | 1 | -7 | -2 | 7 | 5 | 8 | 0
CC(C)CN(C(=O)CCC(=O)OCC(=O)c1ccc(F)c(F)c1)c1c(N)n(CC(C)C)c(=O)[nH]c1=O | -3 | -4 | -0.5 | 3 | -3 | 1 | -22 | -3 | 7 | 0
Cc1cc(-c2nc3ccccc3s2)ccc1N | -7 | -4 | 41* | 2 | 9 | 1 | -10 | -8 | 2 | -1
C=CCc1cccc2cc(NC(C)=O)c(=O)oc12 | 1 | -2 | 1.8 | 2 | -2 | -3 | 6 | -4 | 4 | -6
CC(C(=O)NCC1CCCCC1)N(C)Cc1cccc(Cl)c1 (configuration not stated) | 6 | 2 | -0.3 | 6 | -2 | -7 | -11 | -12 | -5 | -1
Cc1ccccc1-c1nc(SCc2ccccn2)c2c(=O)n(C)c(=O)n(C)c2n1 | -2 | -5 | 0.1 | -7 | 1 | 0 | 9 | -5 | -6 | 1
CCC(=O)OCC(=O)Nc1ccc([N+](=O)[O-])cc1OC | 1 | 1 | 0.7 | -6 | -2 | -2 | -15 | -1 | 0 | -3
O=C(CSc1nc2c([nH]c3ccccc32)c(=O)n1-c1ccccc1)NCC1CCCO1 (configuration not stated) | 3 | -2 | 0.8 | 7 | 1 | -2 | 13 | 0 | 0 | 0
CC1(C)Cc2cccc(OCC(N)=O)c2O1 | -2 | -1 | 0.1 | 3 | 3 | 1 | 8 | 4 | -2 | 0
CCOc1ccc(S(=O)(=O)Nc2nc3cc(OC)ccc3s2)cc1 | 5 | -13 | -0.1 | -4 | -3 | 10 | 2 | 0 | -14 | 8
COc1ccccc1C(=O)C1CCCN(C(=O)c2ccc(Cl)cc2)C1 (configuration not stated) | 2 | 6 | 0.2 | -12 | -2 | 2 | -22 | -2 | -13 | 1

7 compounds from above, sorted by molecular weight, falling.
SMILES | LEDGF integ inh | TCR CD3 inh | proKLK7 act | SIAE inh | PRMT1 FP inh | MBD2 DNA inh | TDP2 absorb | DDE Tn7 FP inh | DDE Tn6 FP inh | UHRF1 MBD2 ctr
Cc1cc(C)cc(-n2cccc2/C=C2/C(=N)N3C(=NC2=O)SN=C3S(C)(=O)=O)c1 | -1 | -5 | 0.7 | -58 | 3 | -2 | -7 | -6 | 3 | -1
Cc1ccccc1-c1nc(SCc2ccccn2)c2c(=O)n(C)c(=O)n(C)c2n1 | -2 | -5 | 0.1 | -7 | 1 | 0 | 9 | -5 | -6 | 1
Cc1ccc(Cl)cc1NC(=O)N(C)CCOC(=O)Nc1cccc(Cl)c1 | 0 | -6 | 0.3 | 2 | -1 | 3 | 6 | -7 | 2 | -1
COc1ccc(-c2nnc(SCC(=O)O)n2Cc2ccccc2)cc1 | 4 | 0 | 0.0 | -5 | 1 | 1 | -15 | -2 | -1 | -2
CC1CCC(NC(=O)CN2C(=O)NC3(CCCCCC3)C2=O)CC1 (configuration not stated) | -2 | 1 | 0.2 | 1 | -7 | -2 | 7 | 5 | 8 | 0
Cc1nn(Cc2ccc(F)cc2Cl)c(C)c1[N+](=O)[O-] | -1 | 1 | 0.2 | 5 | 0 | 1 | 8 | 7 | 6 | 1
CC1(C)Cc2cccc(OCC(N)=O)c2O1 | -2 | -1 | 0.1 | 3 | 3 | 1 | 8 | 4 | -2 | 0

The listing picks up, starting two compounds before the break.
SMILES | LEDGF integ inh | TCR CD3 inh | proKLK7 act | SIAE inh | PRMT1 FP inh | MBD2 DNA inh | TDP2 absorb | DDE Tn7 FP inh | DDE Tn6 FP inh | UHRF1 MBD2 ctr
CCOc1ccc(S(=O)(=O)Nc2nc3cc(OC)ccc3s2)cc1 | 5 | -13 | -0.1 | -4 | -3 | 10 | 2 | 0 | -14 | 8
COc1ccccc1C(=O)C1CCCN(C(=O)c2ccc(Cl)cc2)C1 (configuration not stated) | 2 | 6 | 0.2 | -12 | -2 | 2 | -22 | -2 | -13 | 1
O=C(NCC1CCCO1)c1cccc(S(=O)(=O)N(Cc2ccccc2)c2ccccc2)c1 (configuration not stated) | 5 | 10 | 0.1 | -7 | 2 | -5 | 5 | -9 | -4 | -1
C=CCNC(=O)NC(=O)COC(=O)/C(C#N)=C/c1cc(C)n(CC(C)C)c1C | 2 | 6 | 0.1 | -2 | 1 | 2 | -4 | -1 | 3 | 0
O=C(NC1CCCC1)c1cc(-c2cccs2)on1 | -3 | -4 | 0.3 | -7 | 0 | 4 | 2 | 3 | 1 | 0
Cc1ccc(S(=O)(=O)c2n[nH]n3c2nc(=O)c2ccccc23)cc1 | 0 | 6 | -1.6 | -3 | -1 | -1 | 6 | -3 | -3 | 1
C/C(=N\NC(=O)CNC(=O)c1ccco1)c1ccc(Br)cc1 | 1 | 7 | -0.5 | 8 | 0 | -4 | 13 | -1 | 5 | -1
COC(=O)c1ccc(NC(=O)CN2C(=O)CC(C)S(=O)(=O)c3ccccc32)cc1 (configuration not stated) | 2 | -6 | 0.0 | -5 | -3 | -2 | -5 | -1 | -3 | 1
